CDK5 inh – inhibitors of human CDK5/p35 kinase, primary screen, biochemical, single concentration. Recombinant CDK5/p35, ADP-Glo luminescence, 60 min. inhibition, % at 10 µM. hit rate 0.01% among 330,000. AID 488839, 2010;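 active = highest replicate inhibition of at least 50% and at least 75% of replicates reaching 50%; inconclusive = only one of the two criteria met; inactive = both criteria failed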;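 also: plate controls were DMSO neutral control for no effect and GW8510 at 10 µM for full effect; many of its hits are not listed in these tables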
HTR5A ag ctr – HTR5A agonists in luminescence cell assay, primary screen, counter-screen for OPRM1-OPRD1 heterodimer agonist project, full-deck HTS | 5-hydroxytryptamine receptor 5A (Homo sapiens), P47898 | activation, % at 9.3 µM | cell-based | hit rate 0.61% among 340,000; in the data active = activation mostly above about 9.5%, no sharp cut-off; inactive = mostly below about 7.6%;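 also: 0% = cells with vehicle only and 100% = reference agonist; strong numbers were not always called active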
Target sequence (P47898 whole entry, looked up): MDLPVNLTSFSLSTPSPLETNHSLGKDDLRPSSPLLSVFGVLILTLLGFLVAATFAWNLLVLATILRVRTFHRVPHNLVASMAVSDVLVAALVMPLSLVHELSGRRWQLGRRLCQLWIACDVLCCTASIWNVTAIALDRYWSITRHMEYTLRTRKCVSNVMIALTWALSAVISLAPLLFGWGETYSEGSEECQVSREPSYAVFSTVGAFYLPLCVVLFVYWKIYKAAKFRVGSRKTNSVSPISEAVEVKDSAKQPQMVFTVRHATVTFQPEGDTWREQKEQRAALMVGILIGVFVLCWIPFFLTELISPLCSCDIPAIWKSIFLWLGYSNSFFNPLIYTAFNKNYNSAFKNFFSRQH
PvdQ inh – P. aeruginosa PvdQ acylase inhibitors, primary screen, biochemical, fluorescence, plate reader and imaging, single point; hit rate 0.063% among 340,000; PvdQ acylase [Pseudomonas aeruginosa LESB58]; purified PvdQ acylase; inhibition, % at 10 µM; AID 488965, 2010; in the data active = inhibition above about 30%, passing the limit was not always enough; inconclusive = no clear call, values can overlap the other calls;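 also: 0% = vehicle neutral wells and 100% = reference inhibitor wells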
Wnt act – Wnt/beta-catenin pathway activators, primary screen, cell-based, plate reader, single point. activation, % at 9.35 µM. hit rate 1.2% among 300,000. Wnt/beta-catenin reporter cell assay, activator. AID 743398, 2014; in the data active = activation above about 30%, passing the limit was not always enough; inconclusive = no clear call, values can overlap the other calls;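 also: 0% = neutral control wells and 100% = positive control wells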
SR-BI HDL uptake – inhibitors of SR-BI mediated HDL lipid uptake, primary screen, ldlA[mSR-BI] cells, fluorescence, single point. ldlA[mSR-BI] CHO cells, DiI-HDL uptake fluorescence, 3 h. hit rate 0.96% among 320,000. inhibition, % at 12.5 µM. Scavenger receptor class B member 1 (Mus musculus), Q61009;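 active = mean replicate inhibition of at least 70% and a set share of replicates each scoring 70 or more; inconclusive = meets just one of the two criteria; inactive = fails both criteria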;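 also: 0% = median of neutral control wells and 100% = median of positive control wells; values of inactives mirror those of a sister screen read the other way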
Target sequence (Q61009 whole entry, looked up): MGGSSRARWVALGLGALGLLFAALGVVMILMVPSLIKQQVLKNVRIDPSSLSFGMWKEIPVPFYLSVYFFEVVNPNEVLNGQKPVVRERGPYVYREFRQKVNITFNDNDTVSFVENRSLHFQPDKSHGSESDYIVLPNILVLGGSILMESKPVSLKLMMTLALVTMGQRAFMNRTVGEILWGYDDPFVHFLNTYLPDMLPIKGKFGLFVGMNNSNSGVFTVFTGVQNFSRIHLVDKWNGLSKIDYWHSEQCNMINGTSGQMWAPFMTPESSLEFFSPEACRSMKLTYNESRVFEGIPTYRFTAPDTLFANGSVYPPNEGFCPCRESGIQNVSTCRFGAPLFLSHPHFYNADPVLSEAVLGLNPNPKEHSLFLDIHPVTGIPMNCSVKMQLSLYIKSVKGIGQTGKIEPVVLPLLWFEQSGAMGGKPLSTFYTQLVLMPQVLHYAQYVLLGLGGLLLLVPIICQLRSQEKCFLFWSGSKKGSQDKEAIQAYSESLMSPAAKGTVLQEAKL
RTF Ca sens act – cardiac RTF calcium sensitivity activators, primary screen, biochemical, IANBD-TnC fluorescence, EC20 calcium; Troponin I, cardiac muscle (Homo sapiens) + Troponin T, cardiac muscle (Homo sapiens) + …; IANBD-labeled TnC RTF fluorescence at EC20 calcium; 0% EC20 calcium, 100% full calcium; activation, % at 7.2 µM; hit rate 0.24% among 340,000; AID 493008, 2010;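 active = activation above the mean over all tested compounds plus 3 SD, cut at about 30% in these data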;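 also: rise in fluorescence read as greater calcium sensitivity of cardiac thin filaments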
SR-BI DiI-HDL act – activators of SR-BI mediated DiI-HDL uptake, primary screen, ldlA[mSR-BI] CHO cells, DiI fluorescence; 3 h; 100 = double the neutral-control signal; activation, % at 12.5 µM; hit rate 0.096% among 320,000; AID 504775, 2011;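 active = mean replicate activation of at least 60% and every replicate at or above 60%; inconclusive = mean or all-replicate condition met, but not both; inactive = mean below 60% and not all replicates reaching 60%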;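 also: 0% = median plate neutral-control signal and 100% = twice that signal; values of inactives mirror those of a sister screen read the other way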
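Material – SR-BI-overexpressing, LDLR-lacking CHO cells · Medium – BSA-supplemented, HEPES-buffered Ham's F12, pH 7.4 · Doses – single concentration · Times – compound with DiI-HDL co-incubation, 3 h at 37 °C · Measured by – bottom-read fluorescence, 550/595 nm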
Rtt109 Vps75 – inhibitors of C. albicans Rtt109/Vps75 HAT, primary screen, biochemical, ThioGlo CoA-SH fluorescence, plate reader | purified Rtt109/Vps75, 4 h | inhibition, % at 34.9 µM | hit rate 0.16% among 330,000 | AID 540336, 2011;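 active = inhibition of at least 50% in every replicate; inconclusive = best replicate reaches 50% inhibition but some replicates fall short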
MITF TRPM1 HTS – activators of MITF-driven TRPM1 promoter reporter, primary screen, cell-based, SK-MEL-5, luciferase, single point. SK-MEL-5 TRPM1-promoter luciferase, 24 h; % of positive control, neutral wells = 0. AID 588334, 2011. hit rate 0.75% among 300,000. activation, % at 12.5 µM;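 active = mean activation of at least 80% with every replicate also reaching 80%; inconclusive = mean reaches 80% but some replicate falls short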;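 also: 0% = neutral control wells and 100% = parthenolide positive control wells; values of inactives mirror those of a sister screen read the other way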
dFosB act – activators of delta FosB homodimer, primary screen, biochemical, fluorescence polarization, TAMRA-CDK5 oligo, single point; purified delta FosB; percent of positive-control signal above neutral wells; activation, % at 25 µM; hit rate 0.99% among 340,000; AID 493131, 2011;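 active = mean activation above about 17%, with every replicate also reaching it, limit read from the data, passing the limit was not always enough; inconclusive = only one of the two conditions met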;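 also: fluorescence polarization rise as delta FosB binds a TAMRA Cdk5 AP-1 oligo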
Starred values were filed as active, the others as inactive; ? = inconclusive; nt = not tested or not shown.

smiles,CDK5 inh,HTR5A ag ctr,PvdQ inh,Wnt act,SR-BI HDL uptake,RTF Ca sens act,SR-BI DiI-HDL act,Rtt109 Vps75,MITF TRPM1 HTS,dFosB act
CCOC(=O)N1CCN(Cc2nc(N)nc(Nc3ccc(Oc4ccccc4)cc3)n2)CC1,-2.9,9,-14,nt,19,-1,-19,-2,-17,-8
N#C/C(C(=O)N1CCOCC1)=c1/s/c(=C\c2ccccn2)c(=O)n1-c1ccccc1,0.0,3,-11,1,-5,12,5,-1,5,-3
O=C(O)c1cn(-c2ccc(F)c(F)c2)c2c(F)c(F)c(F)c(F)c2c1=O,0.9,9,-9,-1,-13,-5,13,-5,-14,-1
COc1ccc(Cl)cc1NC(=S)N(CCN1CCOCC1)C1CCN(C(C)=O)CC1,1.0,8,-11,-4,nt,-2,nt,-4,-8,-13
COc1ccc(CCNC(=O)CCCOc2cc(=O)n(C)c3ccccc23)cc1OC,-1.2,-4,-10,5,-2,-3,2,2,-1,-6
COCCCN1C(=O)C(O)=C(C(C)=O)C1c1ccccn1 (stereo not given),-0.3,0,-1,-2,-17,-4,17,-2,-1,1
CCN(CC)CCOc1ccc2c(c1)C(=NNC(=O)c1ccccn1)c1cc(OCCN(CC)CC)ccc1-2,0.4,5,8,54*,-5,-1,5,72*,-1,79*
CCOc1ccccc1C(=O)N1CCOCC1,-1.5,4,3,-3,-21,4,21,38,7,-2
O=[N+]([O-])C1C(c2ccccc2)=NOC1c1ccccc1O (stereo not given),1.8,0,-10,1,10,4,-10,-12,14,-9
O=C(COC(=O)[C@@H]1CC(O)CN1S(=O)(=O)c1ccc(Cl)c(Cl)c1)NC(=O)NCc1ccccc1 (stereo not given in full),-1.4,2,-7,-6,17,-4,-17,7,6,-10
O=C(NCc1ccccc1)c1onc(CSc2ccccc2)c1C(=O)NCc1ccccc1,-2.0,-2,-11,-1,-4,0,4,-3,6,-7
CCCNC(=O)C(Cc1ccccc1C)NC(=O)c1ccc(C(F)(F)F)cc1 (stereo not given),0.4,-1,-11,-3,-16,-4,16,1,-11,-3
CCCN(CC(=O)Nc1cc(Cl)ccc1Cl)C(=O)/C=C/c1cc(OC)ccc1OC,-2.6,11,-13,0,39,2,-39,-25,nt,1
COc1ccc(-c2cc(C(F)F)n3ncc(C(=O)N4CCN(C)CC4)c3n2)cc1,0.9,-2,4,-1,33,2,-33,-35,nt,-12
O=C(O)CN(c1cccc(C(F)(F)F)c1)S(=O)(=O)c1ccccc1,1.1,-1,-15,-3,-21,3,21,-6,1,3

The list goes on.
smiles,CDK5 inh,HTR5A ag ctr,PvdQ inh,Wnt act,SR-BI HDL uptake,RTF Ca sens act,SR-BI DiI-HDL act,Rtt109 Vps75,MITF TRPM1 HTS,dFosB act
COC(=O)c1cc(OC)c(OC)cc1NC(=S)N1CCN(c2ccccn2)CC1,0.8,0,-3,-2,57,2,-57,0,-3,-11
CN(CC(=O)Nc1ccc(F)c(F)c1)S(=O)(=O)c1cccc2cccnc12,0.4,-1,-9,-2,3,2,-3,-3,-22,-1
O=C(N/C(=C/c1cccnc1)C(=O)N1CCOCC1)c1ccccc1F,-0.2,7,-15,3,-18,3,18,-13,nt,6
OC(CNCc1ccccc1)COCc1ccc(Cl)cc1 (stereo not given),-1.1,7,-9,-1,2,3,-2,-2,3,4
CCC1CO/C(=C(\C(Cl)=C(Cl)Cl)[N+](=O)[O-])N1 (stereo not given),-0.5,nt,5,2,-29,nt,29,23,1,-1
COc1cc(OC)cc(C(=O)NN2CCOCC2)c1,-0.2,0,15,1,-37,3,37,25,6,-1
COc1ccccc1N1CCN(C2CCCN(C(=O)c3ccnc4ccc(C)cc34)C2)CC1 (stereo not given),-1.0,5,0,0,3,-3,-3,-3,-10,-10
Cc1ccc(NC2=C(CC(=O)O)C(c3ccccc3)N(c3ccc(C)cc3)C2=O)cc1 (stereo not given),-5.7,2,-21,1,10,-7,-10,-5,11,-12
COc1cccc(C(=O)NNS(=O)(=O)c2ccc(C)cc2)c1,1.1,2,-15,?,0,4,0,-4,-6,1
c1ccc(-c2ccc3c(c2)c2c4n3CCN=C4CCC2)cc1,0.2,1,6,nt,26,-1,-26,-1,nt,-13
O=C(COc1cccc(F)c1)N[C@@H](Cc1ccccc1)c1nc2ccccc2[nH]1,-3.9,-3,-4,-1,18,3,-18,2,-10,-5
C=CCn1c(CNC(=O)c2ccccc2F)nnc1SCc1nc2ccccc2c(=O)[nH]1,-0.5,2,-6,-1,4,-5,-4,-3,-3,-8
CCc1sc(NC(=O)CN2CCOCC2)nc1-c1ccccc1,-1.3,2,-14,0,17,6,-17,0,4,1
O=C(c1ccc(Cn2c(=S)[nH]c3ccccc3c2=O)cc1)N1CCN(c2ccccn2)CC1,0.4,16*,-11,2,66,0,-66,-4,-36,-5
CCCNC(=O)C(Cc1ccccc1)NC(=O)c1ccc(C(F)(F)F)cc1 (stereo not given),-3.0,-3,-3,1,5,3,-5,4,-3,0

(more compounds)
smiles,CDK5 inh,HTR5A ag ctr,PvdQ inh,Wnt act,SR-BI HDL uptake,RTF Ca sens act,SR-BI DiI-HDL act,Rtt109 Vps75,MITF TRPM1 HTS,dFosB act
CCc1nc2c(cnn2-c2ccc(F)cc2)c(=O)n1-c1ccc(N2CCC(C)CC2)cc1,2.7,4,-2,-4,5,-1,-5,0,-8,-7
CCCCOc1ccc(Cc2c(Cl)nc(SC)nc2N2CCOCC2)cc1,-4.1,5,-3,nt,nt,-2,nt,6,7,-3
S=C(Nc1ccccn1)Nc1ccccc1Cl,-0.7,1,-11,7,-3,2,3,-4,24,-3
O=C(COC(=O)c1cc(=O)c2ccccc2o1)NCc1ccccc1,1.5,-1,-9,3,-23,-5,23,-9,3,-4
O=C(N/N=C/c1ccccn1)c1cc(Br)ccc1O,-0.3,3,5,4,1,-2,-1,-2,4,-11
CC1CCN(CCc2nc3cc(NC(=O)COc4ccc([N+](=O)[O-])cc4)ccc3n2C)CC1,nt,0,-7,-2,19,-2,-19,3,3,0
Cc1ccc(CN2CC(C(=O)N3CCN(c4ccccc4Cl)CC3)CC2=O)cc1 (stereo not given),-0.2,6,17,-5,-12,-2,12,1,1,-2
COc1ccc(CCNC(=O)CCC(=O)NC2CCCCC2)cc1OC,1.4,1,-6,1,-3,-4,3,-13,nt,-3
O=C(CN1C(=O)S/C(=C\c2ccc(Cl)cc2)C1=O)NCCCn1ccnc1,0.0,2,-1,-3,5,0,-5,9,10,-14
CC1CCCC(C)N1C(=O)COC(=O)c1cccnc1Cl (stereo not given),-0.1,4,-9,-1,-15,3,15,-2,1,-8
CN(C)c1ccc(/C=N/NC(=O)c2ccc3c(c2)OCO3)cc1,-0.1,2,7,10,5,-2,-5,-1,53,3
COC(=O)C1CN(C(=O)C(C)Oc2cc(C)ccc2C(C)C)c2ccccc2O1 (stereo not given),0.1,1,-6,0,46,-7,-46,-17,-2,-6
COc1ccccc1N1CCN(C(=O)CCCn2nc(C)c([N+](=O)[O-])c2C)CC1,0.7,-1,-9,30,?,6,-72,-4,-15,-2
CCN(C(=O)CCNC(=O)Cn1cnc2ccccc2c1=O)c1ccccc1F,1.3,2,-9,1,-12,-6,12,-7,-3,1
CC(C(=O)OCC(=O)N(C)C1(C#N)CCCCC1)N1C(=O)c2ccccc2C1=O (stereo not given),0.1,1,-6,16,-6,-4,6,-11,13,4

Remaining list, next part:
smiles,CDK5 inh,HTR5A ag ctr,PvdQ inh,Wnt act,SR-BI HDL uptake,RTF Ca sens act,SR-BI DiI-HDL act,Rtt109 Vps75,MITF TRPM1 HTS,dFosB act
CC1=C(C(=O)Nc2ccccc2C(F)(F)F)C(c2sccc2C)NC(=S)N1 (stereo not given),0.5,0,-4,-1,33,-1,-33,-3,-3,-8
Cc1cccc(NC(=O)CN2C(=S)NC(C)(C)CC2C)c1C (stereo not given),0.9,-2,5,nt,-23,7,23,-2,11,-1
CCC(C)NC(=O)c1cc(-c2ccc3c(c2)OCO3)on1 (stereo not given),-1.2,-2,-10,41*,-6,-6,6,-14,88*,-12
CCOC(=O)c1ccc(N2Cc3ccccc3C2=NC(=O)c2cccc([N+](=O)[O-])c2)cc1,0.5,6,45*,22,nt,0,nt,nt,?,-11
CC(C)=NNc1nc2c(c(=O)n(C)c(=O)n2C)n1C,1.2,nt,2,-1,-5,nt,5,6,nt,7
O=C1CN(C(=O)COC(=O)Cc2ccsc2)c2ccccc2N1,-2.7,2,12,nt,-7,-1,7,4,3,-3
NS(=O)(=O)c1cccc(NC(=O)COc2ncnc3c2cnn3-c2ccccc2)c1,0.5,2,-15,1,16,7,-16,-5,-16,-10
CN1CCc2nc(NC(=O)COc3ccc4ccccc4c3)sc2C1,0.4,7,-12,-1,-7,0,7,6,7,12
CCCCCCN=C1CC(C)(C)CC(=O)/C1=C(/O)CCC,0.4,0,-2,5,-1,-4,1,15,nt,5
Cc1ccc(OCC(=O)OCC(=O)N2c3ccccc3CC2C)cc1C (stereo not given),-1.1,8,2,-1,-34,-5,34,3,5,-2
CC(c1ccccc1)n1c(Cn2ncc3ccccc3c2=O)n[nH]c1=S (stereo not given),0.5,-1,-7,2,-1,1,1,0,1,0
Cc1c(Cl)ccc2c1NC(=O)[C@]21[C@@H]2C(=O)N(Cc3ccccc3)C(=O)[C@@H]2[C@@H]2CCCN21,0.5,3,8,-2,-14,-4,14,1,-8,-3
CC(=O)Nc1ccc(NC(=O)CSc2ccc(-c3cccnc3)nn2)cc1,1.4,0,1,-1,-10,-6,10,-5,-3,-1
CCOC(=O)/C=C/C(=O)Nc1ccc(-c2nnc3n2CCCCC3)cc1,0.7,3,0,0,-12,-4,12,8,-3,1
CCOc1ccc(S(=O)(=O)N2CCN(Cc3ccccc3)CC2)cc1,-4.3,0,-5,-2,3,1,-3,-5,-5,-4
CS(=O)(=O)N1CCc2cc(C(=O)NC3CC3)ccc21,-9.0,2,-8,0,-8,2,8,-6,-7,0
COc1ccc(Cn2nnnc2C(c2cccs2)N2CCN(c3ccccc3)CC2)cc1 (stereo not given),2.0,-4,-5,nt,12,4,-12,-12,4,-10

Screening data as filed in PubChem BioAssay.
